Screens deposited in PubChem BioAssay by several laboratories.
Exocytosis inh = blocks lytic granule exocytosis | TALL-104 LAMP-1 surface exposure, flow cytometry; cells stimulated with thapsigargin and PMA | inhibition, % at 10 µM | 0.66% of 360,000 active | AID 651702;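 active = inhibition above about 55%, limit read from the data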
HIF-2a inh = HIF-2a inhibition; 786-0 RCC cells HIF-2a reporter, luciferase luminescence, overnight; inhibition, % at 18.8 µM; 0.72% of 360,000 active; AID 624352;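 active = inhibition of the luminescence signal of 40% or more relative to plate controls, in a single-dose primary screen at 18.75 µM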
NR2E3 ag-1 = NR2E3 (human) agonism; inhibition of corepressor binding, % at 4.78 µM; AID 2300; 0.12% of 320,000 active; GST-NR2E3/biotin-RetCOR TR-FRET, 1536-well;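 active = percent inhibition above the cutoff of mean plus 3 SD of all tested compounds, set per screening campaign, cut at about 20% in these data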;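 note: 0% = DMSO wells and 100% = biotin wells as full block of FRET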
Target sequence (Q9Y5X4 whole entry, looked up): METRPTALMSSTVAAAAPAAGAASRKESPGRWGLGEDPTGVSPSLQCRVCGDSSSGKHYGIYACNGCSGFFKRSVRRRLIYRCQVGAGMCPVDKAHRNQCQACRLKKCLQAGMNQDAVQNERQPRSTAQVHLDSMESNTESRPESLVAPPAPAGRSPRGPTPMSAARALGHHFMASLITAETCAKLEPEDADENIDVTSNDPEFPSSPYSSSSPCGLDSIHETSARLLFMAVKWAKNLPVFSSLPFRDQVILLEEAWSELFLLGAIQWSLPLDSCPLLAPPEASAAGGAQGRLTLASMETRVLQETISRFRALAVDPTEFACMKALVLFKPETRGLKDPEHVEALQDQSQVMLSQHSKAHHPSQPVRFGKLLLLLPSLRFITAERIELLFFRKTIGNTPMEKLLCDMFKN
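Material: NR2E3–RetCOR corepressor complex | Quantity: 1.35 nM GST-tagged NR2E3 final | Schedule: 5 h at 4 °C | Replication: Singlicate compound wells | Reagent: RetCOR corepressor, biotinylated, 7 nM | Controls: Biotin wells as high control, 0.6% DMSO wells as low control | Signal: TR-FRET, Eu(K)-anti-GST donor, streptavidin-D2 acceptor, ex 340, em 617/671 nm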
aDG glyco up = alpha-DG glycosylation activation; Pro5-aDG cells, alpha-DG glycosylation AlphaScreen (IIH6); 0% Pro5, 100% B10-LARGE cell signal; activation, % at 10 µM; 0.22% of 360,000 active; AID 624168;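 active = activation of at least 8% versus controls, or a plate z-score of at least 8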;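 note: Pro5 are CHO cells carrying HIG-tagged alpha-DG that lacks glycosylation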
Vif inh = blocks HIV Vif function; HEK293T cells, Vif self-association by quenched fluorescence, imaging, 24 h; inhibition, % at 7.49 µM; 0.35% of 340,000 active; in the data active = inhibition above about 50%, passing the limit was not always enough; note: some results filed as inactive read as strong as hits
Peg3 promoter = Peg3 promoter activity inhibition. HeLa PEG-Prom luciferase reporter, luminescence, overnight. inhibition, % at 20 µM. 1.7% of 360,000 active. AID 588405;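 active = inhibition of at least 50% at 20 µM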
PDI inh = inhibitors of human protein disulfide isomerase. P07237. PDI insulin aggregation turbidity, A650, 90 min. inhibition, % at 10 µM. 0.052% of 350,000 active;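 active = mean inhibition across replicates of 30% or more, whatever share of single replicates reach that level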;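 note: absorbance from insulin aggregation driven by PDI reduction with DTT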
Target sequence (P07237 whole entry, looked up): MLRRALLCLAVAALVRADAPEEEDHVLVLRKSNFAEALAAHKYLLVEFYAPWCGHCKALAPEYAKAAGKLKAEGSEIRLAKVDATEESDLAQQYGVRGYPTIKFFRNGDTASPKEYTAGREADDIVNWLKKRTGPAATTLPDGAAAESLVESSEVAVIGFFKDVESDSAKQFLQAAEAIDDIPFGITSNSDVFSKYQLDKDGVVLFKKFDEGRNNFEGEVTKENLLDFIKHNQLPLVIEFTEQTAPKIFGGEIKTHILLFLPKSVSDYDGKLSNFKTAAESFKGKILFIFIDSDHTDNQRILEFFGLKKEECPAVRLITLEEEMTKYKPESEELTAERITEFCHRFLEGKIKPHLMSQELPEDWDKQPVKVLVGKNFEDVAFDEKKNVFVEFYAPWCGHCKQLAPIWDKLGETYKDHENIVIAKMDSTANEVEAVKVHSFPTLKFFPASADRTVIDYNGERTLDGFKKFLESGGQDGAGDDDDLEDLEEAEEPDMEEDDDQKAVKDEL
MITF TRPM1 inh = MITF TRPM1 promoter inhibition in SK-MEL-5 cells. SK-MEL-5 TRPM1 promoter luciferase, 24 h. inhibition, % at 12.5 µM. 0.83% of 330,000 active. AID 488899;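 active = mean inhibition across replicates of 60% or more, whatever share of single replicates reaches that level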; note: values of inactives mirror those of a sister screen read the other way
CaV13 ICDI inh = Primary screen for inhibitors of IQ motif and Ca2+-dependent inactivation inhibitor domain binding in CACNA1D, Förster resonance energy transfer in living cells, …; HEK cells, CFP/YFP FRET ICDI-IQ, plate reader, 10 min; percent FRET-ratio fall versus neutral wells; inhibition, % at 12.3 µM; AID 743397; 0.098% of 340,000 active;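 active = mean replicate inhibition of at least 30% and at least 1% of replicates passing that level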;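 note: 0% = median of the neutral control wells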
hiPSC survival = hiPSC single-cell survival enhancement | ATPlite luminescence; 100% = ROCK inhibitor wells, 0% = DMSO | survival enhancement, % at 20 µM | 0.044% of 360,000 active | AID 602274; in the data active = survival enhancement above about 18%;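 note: cells exposed to compounds for 16 hours before the ATP read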
NR2E3 ag-2 = agonists of human NR2E3 nuclear receptor | Q9Y5X4 | CHO-S Gal4-NCOR/VP16-NR2E3 two-hybrid, luciferase | inhibition of corepressor binding, % at 3.98 µM | 0.35% of 360,000 active | AID 602229;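 active = inhibition above the mean of all tested compounds plus 3 SD, cut at about 70% in these data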;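 note: 0% = DMSO with NR2E3 transfected cells and 100% = cells lacking NR2E3 construct; higher means lower luciferase signal from less NR2E3 corepressor binding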
* marks the source's active call; other numbers are inactive results; · = not tested or not shown.

SMILES	Exocytosis inh	HIF-2a inh	NR2E3 ag-1	aDG glyco up	Vif inh	Peg3 promoter	PDI inh	MITF TRPM1 inh	CaV13 ICDI inh	hiPSC survival	NR2E3 ag-2
COCCOC(=O)/C(=C/c1ccc(OC(=O)c2ccccc2)cc1)C(C)=O	-0.1	-31.5	-1.1	0.1	-5.7	-14.2	-1.1	-0.5	·	-1.0	-1.8
O=C(Nc1ccncc1)c1cc(C2CCCCN2C(=O)CCc2ccccc2)on1 (stereo unspecified)	-2.4	14.2	·	0.3	1.8	12.5	4.4	·	-4.7	-0.7	11.6
CN(C)CCCN(CCCNC(=O)/C=N/O)Cc1ccccc1	-1.6	14.7	-2.1	0.1	5.0	11.3	6.7	-2.0	-15.1	4.0	-6.2
CC(C)c1ccc(C(=O)CC2(O)C(=O)N(CN3CCOCC3)c3ccccc32)cc1 (stereo unspecified)	0.3	-36.8	3.9	1.2	-3.7	-38.7	3.9	-5.0	-5.3	-2.0	-23.7
Cc1cc(C)c(NC(=S)NC(CO)(CO)CO)c(C)c1	-2.7	13.1	0.7	0.0	26.8	2.3	-1.0	-4.5	-12.5	-0.6	18.3
CC(C)(C)n1nnnc1C(c1cccnc1)N1CCN(C(=O)c2ccco2)CC1 (stereo unspecified)	0.4	14.0	0.1	0.1	-1.8	2.7	-2.6	0.8	-5.3	-0.3	-7.6
COC(=O)/C=C(\C)NC(=O)c1ccccc1Cl	-1.4	-10.5	5.6	-0.2	·	-8.5	-1.4	-3.6	-7.9	-3.2	3.9
O=C(NCCCn1ccnc1)c1ccc(Cl)cc1	-16.3	5.0	2.1	0.1	-2.0	9.1	11.8	2.4	-4.6	0.3	-11.3
CC(=O)c1ccc(N2CCN(S(=O)(=O)c3cc4[nH]c(=O)c(=O)[nH]c4cc3C)CC2)cc1	-0.3	-74.3	1.2	-0.2	-1.3	-44.4	·	-21.2	-2.3	-2.4	-23.8
CCOc1ccc2nc(NC(=O)C3CCCN(S(=O)(=O)c4c(C)noc4C)C3)sc2c1 (stereo unspecified)	8.6	-80.9	0.0	0.6	-8.5	-36.5	·	-14.1	-2.6	-2.7	-40.4
Nc1ccc(N2CCN(c3cccc(Cl)c3)CC2)cc1	-6.7	-10.4	-1.1	0.1	8.1	-3.0	-0.3	9.7	-9.6	-2.0	-17.6
Fc1cc(Br)cc(F)c1NC(=S)N1CCOCC1	-11.8	-4.0	-1.6	-0.1	-2.1	-2.0	0.0	-4.7	-3.3	-0.4	-14.5
CC(OC(=O)c1ccc(-c2ccc([N+](=O)[O-])cc2)o1)C(=O)NC(N)=O (stereo unspecified)	-1.1	-11.4	3.7	-0.1	2.4	-12.0	2.5	3.2	4.4	0.3	-5.4
Cc1ccc2cccc(OCCCOc3ccccc3F)c2n1	11.4	-146.2	0.7	-0.1	-8.1	-57.3	0.2	-18.6	-4.2	0.9	-27.7
O=C(Cn1nnc(-c2ccccc2F)n1)Nc1cccc2ncccc12	2.2	15.8	-2.5	0.6	-8.7	12.4	-1.0	7.2	·	-2.8	-16.6
COc1ccccc1NC(=S)NCc1ccc2c(c1)OCO2	0.3	8.5	-0.6	-0.1	-8.9	-4.0	9.2	-5.4	-1.3	1.0	0.0
CCOC(=O)CN1C(=O)N(CC(=O)OCC)C(c2ccccc2)(c2ccccc2)C1=O	10.4	22.5	-0.7	-0.1	-0.6	9.6	-3.3	5.4	-3.8	0.2	-3.6
CCCOC(=O)c1c(N)sc(C(=O)OCC)c1C	0.4	-176.1	1.5	-0.3	-1.9	-138.8	4.9	-13.6	-7.4	-0.6	-84.7
CC1CCCN(CCCNC(=O)c2cn(C)c3ccc(S(=O)(=O)N(C)C4CCCCC4)cc3c2=O)C1 (stereo unspecified)	6.0	9.3	2.6	-0.1	4.7	-11.5	-9.2	-16.4	-2.5	-0.1	-10.2
Cc1csc(NC(=O)Cc2ccc(Cl)cc2)n1	4.9	-109.2	-1.8	0.0	-6.1	-142.4	9.6	-37.9	-4.5	0.3	-47.6
CCOC(=O)N1CCN(C(=S)Nc2ccc(C)c(C)c2)CC1	-1.4	5.2	-6.6	-0.2	-12.4	-3.6	-5.9	16.1	-3.2	1.0	-0.8
COc1ccc(C(C)(O)c2nc(-c3csc4ccccc34)cs2)cc1 (stereo unspecified)	1.9	-64.4	·	-0.3	14.8	-44.2	2.9	·	-6.4	-0.1	-13.4
Oc1csc(Cc2nc(-c3ccc(-c4ccccc4)cc3)cs2)n1	-4.0	-194.9	0.1	-0.3	3.2	-80.2	-3.5	-8.8	-3.1	2.1	-57.1
Cc1cccc(-c2cnc(C(O)c3ccc(-c4ccccc4)cc3)[nH]2)c1 (stereo unspecified)	-0.3	6.2	·	-0.1	-0.9	35.3	11.2	·	-5.9	-0.9	-16.1
O=c1c2c(nc3nc(Cc4ccccc4)[nH]n13)CCC2	0.4	8.9	-0.4	0.3	11.3	0.9	2.8	9.1	·	1.8	14.0
Cc1nn(CC(=O)OCC(=O)NCCc2ccc(S(N)(=O)=O)cc2)c(C)c1[N+](=O)[O-]	-5.5	-0.5	3.7	0.2	17.2	3.1	-7.2	-2.5	-2.3	-0.2	-15.5
O=Cc1ccc(OCc2cn3ccccc3n2)cc1	-1.1	-110.6	0.6	-0.3	12.2	-99.3	0.5	-26.9	-2.4	-1.2	-46.6
CC(Sc1nnc(N)s1)C(=O)Nc1ccc2c(c1)OCO2 (stereo unspecified)	4.4	-37.9	·	-0.2	2.6	-25.4	-8.0	5.5	-4.8	0.3	6.3
Cc1cc(C)cc(NC(=O)CN2CCN(c3ncccn3)CC2)c1	-1.4	14.1	4.5	0.0	25.2	19.8	4.8	4.4	-7.6	-2.7	9.1
O=C(O)c1ccccc1NS(=O)(=O)c1ccc(NN=Cc2ccccc2F)c([N+](=O)[O-])c1	8.2	2.7	·	-0.4	-0.1	-4.0	17.7	2.2	-5.0	6.0	-14.8
COC(=O)c1ccc(C)c(NC(=O)c2ccc(Cl)c([N+](=O)[O-])c2)c1	3.0	18.1	0.7	-0.1	-3.1	-8.4	2.4	4.0	-5.3	0.8	-32.5
O=C(/C=C/c1ccccc1)N1CCN(CCN2C(=O)c3cccc4cccc(c34)C2=O)CC1	4.3	14.0	2.9	0.3	-0.4	28.9	-1.8	6.4	-3.5	0.9	7.7
Cc1cccn2c(=O)c(C=Nc3ccc(Cl)cc3)c(NCCO)nc12	-2.0	-6.3	3.5	-0.1	9.2	8.3	-2.2	6.2	-4.7	-1.2	11.5
O=C(COC(=O)c1ccc(Cl)nc1)Nc1ccccc1OC(F)F	-0.3	14.2	3.4	-0.1	-4.4	23.8	7.9	12.8	-3.0	0.1	-21.0
CCCNC(=S)N1CC2(C)CN(C(=O)C(=O)OC)CC(C)(C1)C2=O	-1.7	5.7	-0.5	-0.4	-0.7	8.4	11.3	-11.2	-5.8	-1.6	-14.0
CC1(C)CC(=O)C(C=NCCN2CCN(C(=O)NC34CC5CC(CC(C5)C3)C4)CC2)=C(O)C1	-8.1	10.4	·	-0.1	1.4	2.0	1.7	4.7	-4.0	2.5	-21.7
O=C(NC1CCCCCC1)c1ccc2c(=O)n3c(nc2c1)CCCCC3	-3.5	-163.8	-1.2	0.3	3.6	-170.4	1.3	-75.8	-6.8	0.0	-130.7
COCc1cc(C)n(CC(=O)Nc2ccc(Cl)cc2Cl)c(=O)c1C#N	3.2	17.3	1.5	-0.1	-1.0	11.3	3.0	10.4	-4.1	1.9	15.2
Cc1cc(-c2nnc(SCc3ccccn3)o2)no1	4.5	-97.5	2.2	0.0	0.6	-65.2	-0.4	-10.2	-5.2	0.6	-49.2
O=c1cc(N2CCc3ccccc32)[nH]c(=O)n1-c1ccc(Br)cc1	-3.0	0.9	3.3	-0.1	41.0	-0.9	7.1	-3.5	-8.4	0.7	-0.3

Record cards, from the list above. Order of values: Exocytosis inh, HIF-2a inh, NR2E3 ag-1, aDG glyco up, Vif inh, Peg3 promoter, PDI inh, MITF TRPM1 inh, CaV13 ICDI inh, hiPSC survival, NR2E3 ag-2
Record of `Cc1cccc(-c2cnc(C(O)c3ccc(-c4ccccc4)cc3)[nH]2)c1` (stereo unspecified) = -0.3, 6.2, ·, -0.1, -0.9, 35.3, 11.2, ·, -5.9, -0.9, -16.1
Record of `O=c1cc(N2CCc3ccccc32)[nH]c(=O)n1-c1ccc(Br)cc1` = -3.0, 0.9, 3.3, -0.1, 41.0, -0.9, 7.1, -3.5, -8.4, 0.7, -0.3
Record of `CCCNC(=S)N1CC2(C)CN(C(=O)C(=O)OC)CC(C)(C1)C2=O` = -1.7, 5.7, -0.5, -0.4, -0.7, 8.4, 11.3, -11.2, -5.8, -1.6, -14.0
Record of `Oc1csc(Cc2nc(-c3ccc(-c4ccccc4)cc3)cs2)n1` = -4.0, -194.9, 0.1, -0.3, 3.2, -80.2, -3.5, -8.8, -3.1, 2.1, -57.1
Record of `O=Cc1ccc(OCc2cn3ccccc3n2)cc1` = -1.1, -110.6, 0.6, -0.3, 12.2, -99.3, 0.5, -26.9, -2.4, -1.2, -46.6

New compounds follow.
SMILES	Exocytosis inh	HIF-2a inh	NR2E3 ag-1	aDG glyco up	Vif inh	Peg3 promoter	PDI inh	MITF TRPM1 inh	CaV13 ICDI inh	hiPSC survival	NR2E3 ag-2
Cc1cc(C(F)(F)F)nc(SCC(=O)NC2CCCCC2)n1	5.9	8.7	-0.4	0.0	1.0	5.7	-25.4	-1.3	-3.7	-0.5	6.4
O=C(c1ccc(Cl)c(S(=O)(=O)N2CCCCCC2)c1)N1CCOCC1	-2.6	13.3	1.8	-0.4	6.8	11.8	-1.9	9.6	-0.6	-0.8	-17.5
CCC(CO)n1c(SCc2cc([N+](=O)[O-])cc3c2OCOC3)nc2ccccc2c1=O (stereo unspecified)	-1.5	15.3	0.2	0.1	-1.4	11.5	9.4	0.5	-8.0	-0.4	14.7
Cc1ccnc2nc(C(=O)OCC(=O)c3ccccc3)nn12	-0.2	-12.7	·	0.2	3.0	4.4	-25.9	-5.3	-6.0	1.7	-10.8
COc1ccc(/C=N/NC(=O)c2ccoc2C)cc1COc1c(C)cccc1C	-0.7	-141.3	-5.8	0.5	-11.3	-92.6	-1.0	28.0	-2.7	5.6	-57.1
COc1cccc(CN(C)CCCn2cnc3c(SC)ncnc32)c1	-1.4	6.2	·	-0.3	14.1	-13.9	1.6	·	-11.7	0.7	-10.4
Oc1ccc(C[C@H]2CNC(=S)N2CC2CCCN2C[C@H](Cc2ccccc2)N2C[C@H](Cc3ccc(O)cc3)N(CC3CCCCC3)C2=S)cc1 (stereo partly specified)	14.9	-9.9	·	0.1	-11.1	96.8*	·	·	-4.3	-1.5	9.8
O=C(Nc1ccccc1)/C(=C/c1ccc2c(c1)OCO2)NC(=O)c1ccco1	-2.3	12.9	-1.8	-0.1	-2.8	-2.6	0.0	3.1	-9.5	-0.2	-5.3
Cc1ccc(C)n1-c1cccc(S(=O)(=O)N2CCOCC2)c1	-0.1	11.5	-4.7	0.7	-7.3	11.2	-4.9	9.9	-0.4	-2.3	-13.7

Rows were taken by chance; any-hit rate near 3.5%.
